# C diff growth: inhibitors of Clostridium difficile growth; Clostridium difficile clinical isolate growth, OD600, 24 h; stronger effect = lower value; growth activity, negative = inhibition, % at 16 µg/mL (by protocol); actives 0.25% (n = 86,000);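 active = mean growth activity at or below -80% and every replicate also at or below -80%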;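 note: 0% = DMSO wells and -100% = levofloxacin 16 µg/mL wells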
# KDM4C inh: inhibitors of human demethylase GASC-1 KDM4C. AID 720574. Q9H3R0. GST-KDM4C 2-372, H3K9me3 peptide, LANCE TR-FRET. inhibition, % at 12.5 µM. actives 0.15% (n = 96,000);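 active = mean replicate inhibition above about 25%, with at least 55% of replicates also reaching it, limit read from the data, passing the limit was not always enough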
# Target sequence (Q9H3R0 2-372 limits assumed): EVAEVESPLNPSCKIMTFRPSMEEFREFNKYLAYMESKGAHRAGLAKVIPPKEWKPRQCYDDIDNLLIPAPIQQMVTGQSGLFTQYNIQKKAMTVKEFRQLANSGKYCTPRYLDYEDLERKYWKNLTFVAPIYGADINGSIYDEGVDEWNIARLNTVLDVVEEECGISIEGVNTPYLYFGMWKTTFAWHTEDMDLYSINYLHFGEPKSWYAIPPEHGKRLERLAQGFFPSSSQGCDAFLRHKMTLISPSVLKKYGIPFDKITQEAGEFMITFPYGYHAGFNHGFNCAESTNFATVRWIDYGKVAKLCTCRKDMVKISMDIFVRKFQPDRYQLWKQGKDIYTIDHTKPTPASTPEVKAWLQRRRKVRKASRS
#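 Test system: N-terminal GST-fused human GASC-1 (KDM4C) fragment, residues 2-372; quantity: GASC-1 enzyme at 10 nM final in reaction; dosing: single dose; schedule: 30 min demethylation and 1 h detection at room temperature; signal: LANCE TR-FRET, excitation 340 nm, emissions 618 and 671 nm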
# Pf Dd2 inh: P. falciparum Dd2 growth inhibition | SYBR Green, 72 h; stronger effect = lower value | AID 1159554 | actives 2.3% (n = 94,000) | activity change, % at 10 µM; in the data active = activity change below about -80%
# T cruzi growth: T. cruzi proliferation inhibition; T. cruzi beta-gal in NIH3T3, GalScreen luminescence, 90 h; inhibition, % at 8.34 µM; actives 5.9% (n = 77,000);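 active = mean inhibition above about 93%, with at least 55% of replicates each passing it, limit read from the data, passing the limit was not always enough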
# * marks the source's active call; other numbers are inactive results; . = not tested or not shown.
no.	SMILES	C diff growth	KDM4C inh	Pf Dd2 inh	T cruzi growth
1	O=C(C[C@@H]1CC[C@@H]2[C@H](COC[C@H](O)CN2C(=O)Nc2ccccc2)O1)NCCCN1CCOCC1	.	-0.7	8	-11
2	CN1[C@@H]2c3cccc(=O)n3C[C@@H]2[C@@H](CO)[C@@H]1C(=O)NCCc1ccccc1	7	1.0	-8	82
3	C[C@H]1CN([C@@H](C)CO)C(=O)c2cc(-c3ccccc3F)cnc2O[C@@H]1CN(C)C(=O)C1CC1	.	1.0	4	29
4	COc1cccc(-c2ccc3n(c2=O)C[C@H]2[C@H](CO)[C@@H](C(=O)NC4CCC4)N[C@@H]32)c1	2	1.0	-2	84
5	NCC[C@@H]1CC[C@H](NC(=O)C2CC2)[C@H](CO)O1	0	0.4	40	.
6	C[C@@H]1CN([C@@H](C)CO)C(=O)c2cc(C#Cc3cccc(F)c3)cnc2O[C@H]1CN(C)CC1CCCC1	20	5.5	-73	.
7	C[C@@H]1CN([C@H](C)CO)S(=O)(=O)c2ccc(-c3ccncc3)cc2O[C@@H]1CN(C)C(=O)Nc1ccc(F)cc1	0	0.1	8	108*
8	Cc1noc(C)c1NC(=O)N(C)C[C@@H]1Oc2ccc(NS(=O)(=O)c3ccccc3)cc2C(=O)N([C@H](C)CO)C[C@H]1C	-4	-0.4	-8	33
9	C[C@@H]1CCCCO[C@@H](CN(C)CC2CC2)[C@@H](C)CN([C@H](C)CO)C(=O)c2cc(NS(=O)(=O)c3ccc(Cl)cc3)ccc2O1	-2	-1.6	-62	28
10	CO[C@H]1CN(C)C(=O)c2ccc(NC(=O)c3cccc(Oc4ccccc4)c3)cc2OC[C@@H](C)NC[C@H]1C	-8	-1.0	-76	-19

# Some of the entries above, reformatted:
# Below each compound: C diff growth | KDM4C inh | Pf Dd2 inh | T cruzi growth
3	C[C@H]1CN([C@@H](C)CO)C(=O)c2cc(-c3ccccc3F)cnc2O[C@@H]1CN(C)C(=O)C1CC1
    . | 1.0 | 4 | 29
4	COc1cccc(-c2ccc3n(c2=O)C[C@H]2[C@H](CO)[C@@H](C(=O)NC4CCC4)N[C@@H]32)c1
    2 | 1.0 | -2 | 84
5	NCC[C@@H]1CC[C@H](NC(=O)C2CC2)[C@H](CO)O1
    0 | 0.4 | 40 | .
6	C[C@@H]1CN([C@@H](C)CO)C(=O)c2cc(C#Cc3cccc(F)c3)cnc2O[C@H]1CN(C)CC1CCCC1
    20 | 5.5 | -73 | .
7	C[C@@H]1CN([C@H](C)CO)S(=O)(=O)c2ccc(-c3ccncc3)cc2O[C@@H]1CN(C)C(=O)Nc1ccc(F)cc1
    0 | 0.1 | 8 | 108*
8	Cc1noc(C)c1NC(=O)N(C)C[C@@H]1Oc2ccc(NS(=O)(=O)c3ccccc3)cc2C(=O)N([C@H](C)CO)C[C@H]1C
    -4 | -0.4 | -8 | 33
9	C[C@@H]1CCCCO[C@@H](CN(C)CC2CC2)[C@@H](C)CN([C@H](C)CO)C(=O)c2cc(NS(=O)(=O)c3ccc(Cl)cc3)ccc2O1
    -2 | -1.6 | -62 | 28
10	CO[C@H]1CN(C)C(=O)c2ccc(NC(=O)c3cccc(Oc4ccccc4)c3)cc2OC[C@@H](C)NC[C@H]1C
    -8 | -1.0 | -76 | -19

# (continued)
no.	SMILES	C diff growth	KDM4C inh	Pf Dd2 inh	T cruzi growth
11	CCc1csc(N2[C@H](C#N)[C@H](c3ccc(C4=CCCC4)cc3)[C@@H]2CO)n1	1	-0.4	-36	102*
12	C[C@@H]1CCCCO[C@@H](CN(C)Cc2ccncc2)[C@H](C)CN([C@@H](C)CO)C(=O)c2cc(NC(=O)Nc3ccc(C(F)(F)F)cc3)ccc2O1	3	2.1	-15	86
13	C[C@@H]1CCCCO[C@H](CN(C)Cc2ccccc2)[C@@H](C)CN([C@H](C)CO)C(=O)c2cc(N(C)C)ccc2O1	-2	-1.2	-18	37
14	C[C@@H]1CN([C@@H](C)CO)C(=O)c2cc(-c3ccncc3)cnc2O[C@H]1CN(C)Cc1cccnc1	0	16	31	-267
15	COc1cccc(-c2ccc3c(c2)O[C@@H](CN(C)C(=O)C2CCOCC2)[C@H](C)CN([C@@H](C)CO)S3(=O)=O)c1	1	-0.2	-3	.
16	O=C(CC1CC1)N[C@@H]1CC[C@H](CCNS(=O)(=O)c2ccc(Cl)cc2)O[C@@H]1CO	-5	0.3	16	4
17	COc1ccc2c3c([nH]c2c1)[C@H](CO)N(C(C)=O)CC31CCN(C(=O)c2cccc(F)c2)CC1	4	2.2	-12	.
18	C[C@H](CO)N1C[C@H](C)[C@@H](CN(C)Cc2ccc(-c3ccccc3)cc2)Oc2c(NS(=O)(=O)c3ccccc3)cccc2C1=O	.	0.4	-25	-18
19	C[C@@H]1CCCCO[C@H](CN(C)Cc2ccc3c(c2)OCO3)[C@H](C)CN([C@@H](C)CO)C(=O)c2cc(NS(=O)(=O)c3ccc(Cl)cc3)ccc2O1	.	-1.8	-77	82
20	C[C@@H](O)C#Cc1ccc([C@@H]2[C@H]3CN(C(=O)c4ccncc4)CCCCN3[C@H]2CO)cc1	-8	0.2	27	93
21	C/C=C/c1ccc2c(c1)O[C@@H](CN(C)C(=O)CN(C)C)[C@@H](C)CN([C@@H](C)CO)S2(=O)=O	-9	6.0	-38	-5
22	O=C(C[C@@H]1CC[C@@H](NC(=O)Nc2cc(F)ccc2F)[C@@H](CO)O1)NCc1ccccn1	.	-1.2	17	-1
23	Cc1ccc(S(=O)(=O)Nc2ccc3c(c2)C(=O)N([C@@H](C)CO)C[C@@H](C)[C@H](CN(C)S(=O)(=O)c2ccc(C)cc2)O3)cc1	-7	0.6	-2	52
24	CCCN(C)C[C@@H]1Oc2cc(C#Cc3cccc(F)c3)ccc2S(=O)(=O)N([C@H](C)CO)C[C@@H]1C	6	0.2	.	108*
25	COc1cccc(CNC(=O)C[C@H]2CC[C@H](NS(=O)(=O)c3ccccc3OC)[C@@H](CO)O2)c1	-2	-1.5	2	17
26	C[C@@H]1CN([C@H](C)CO)C(=O)c2cc(C#Cc3cccc(F)c3)cnc2O[C@H]1CN(C)C(=O)C1CCC1	6	-2.3	-49	22
27	COc1ccc(CN(C)C[C@H]2OCCCC[C@@H](C)Oc3ccc(NC(=O)NC4CCCCC4)cc3C(=O)N([C@@H](C)CO)C[C@@H]2C)cc1	1	-2.0	-43	68
28	COc1ccc(NC(=O)N(C)C[C@H]2Oc3c(NC(=O)Nc4ccccc4)cccc3C(=O)N([C@H](C)CO)C[C@H]2C)cc1	0	2.6	-86*	-7
29	Cc1noc(C)c1NC(=O)N(C)C[C@H]1Oc2ncc(C#CC3CCCCC3)cc2C(=O)N([C@@H](C)CO)C[C@@H]1C	-7	-2.2	-10	13
30	O=C(c1ccc(F)cc1)N1CC(=O)N2[C@H](C1)[C@H](c1ccc(C3=CCCC3)cc1)[C@@H]2CO	-1	1.4	14	.
31	COC(=O)C[C@@H]1CC[C@H]2[C@H](COc3ccc(NC(=O)NC(C)C)cc3C(=O)N2C)O1	-6	1.6	10	-17
32	COCC(=O)N(C)C[C@H]1Oc2ncc(C#Cc3ccc(F)cc3)cc2C(=O)N([C@@H](C)CO)C[C@H]1C	-6	-0.4	12	15
33	CCC(=O)N1[C@H](CN(C(C)C)S(C)(=O)=O)[C@@H](c2ccccc2)[C@@H]1CO	11	-1.2	5	18
34	CC(C)C#Cc1ccc([C@H]2[C@@H](CO)N3CCCCN(C(=O)c4ccc5c(c4)OCO5)C[C@@H]23)cc1	-7	-1.6	-1	99*
35	CC(C)NC(=O)N(C)C[C@@H]1Oc2c(NC(=O)c3nc4ccccc4s3)cccc2C(=O)N([C@H](C)CO)C[C@H]1C	-2	0.4	-65	93
36	C[C@@H]1CN([C@@H](C)CO)C(=O)c2cc(NC(=O)Cn3cnnn3)ccc2O[C@@H]1CN(C)S(=O)(=O)c1ccc(Cl)cc1	-7	0.1	-11	36
37	C[C@H](O)C#Cc1ccc2c(c1)O[C@@H](CN(C)C(=O)c1ccccc1)[C@H](C)CN([C@H](C)CO)S2(=O)=O	3	20	-10	7
38	COc1ccc(CN2CC3(CCN(C(=O)Cc4ccncc4)CC3)c3c([nH]c4cc(OC)ccc34)[C@@H]2CO)cc1	32	-2.1	-86*	.
39	COc1ccc(S(=O)(=O)Nc2ccc3c(c2)CC(=O)N([C@H](C)CO)C[C@H](C)[C@@H](CN(C)C)O3)cc1	1	14	20	-7
40	C[C@H](CO)N1C[C@H](C)[C@H](CN(C)Cc2ccc(Oc3ccccc3)cc2)Oc2ccc(NC(=O)CCN3CCOCC3)cc2C1=O	0	-0.4	-11	60
41	C[C@@H]1CCCCO[C@H](CN(C)S(=O)(=O)c2ccc(Cl)cc2)[C@H](C)CN([C@H](C)CO)C(=O)c2cc(NS(=O)(=O)c3cccs3)ccc2O1	-12	-2.2	.	112*
42	CC(C)NC(=O)Nc1ccc2c(c1)C(=O)N([C@H](C)CO)C[C@@H](C)[C@@H](CN(C)Cc1ccc3c(c1)OCO3)OCCCC[C@H](C)O2	2	2.9	-21	-1
43	C[C@@H]1CCCCO[C@H](CN(C)Cc2ccc(C(F)(F)F)cc2)[C@H](C)CN([C@@H](C)CO)C(=O)c2cc(N(C)C)ccc2O1	4	-0.4	2	54
44	CC(C)NC(=O)Nc1ccc2c(c1)C(=O)N([C@@H](C)CO)C[C@H](C)[C@@H](CN(C)S(=O)(=O)c1ccccc1)O2	1	3.4	-4	-4
45	CO[C@@H]1CN(C)C(=O)c2cc(NS(=O)(=O)c3ccc(F)cc3)ccc2OC[C@@H](C)NC[C@@H]1C	.	-1.0	26	-48
46	O=C(Nc1ccccc1)[C@@H]1[C@@H](CO)[C@@H]2Cn3c(cccc3=O)[C@@H]2N1C(=O)C1CCCC1	-2	-1.3	.	18
47	C[C@@H]1CN([C@H](C)CO)C(=O)c2cccc(NS(=O)(=O)c3cn(C)cn3)c2O[C@@H]1CN(C)Cc1ccc(C(=O)Nc2ccccc2N)cc1	-4	-0.9	7	.
48	C[C@@H]1CCCCO[C@H](CN(C)Cc2ccncc2)[C@@H](C)CN([C@@H](C)CO)C(=O)c2cc(NC(=O)Nc3ccc(F)cc3)ccc2O1	.	2.2	-24	28
49	CNC[C@@H]1Oc2ccc(NS(=O)(=O)c3cn(C)cn3)cc2C(=O)N([C@@H](C)CO)C[C@@H]1C	2	0.1	-7	38
50	C/C=C/c1ccc([C@@H]2[C@@H](CO)N(C(=O)NC(C)C)[C@H]2CN(C)C(C)=O)cc1	1	0.0	-10	66
51	Cc1noc(C)c1NC(=O)N(C)C[C@H]1Oc2c(NC(=O)c3cnccn3)cccc2C(=O)N([C@H](C)CO)C[C@H]1C	-5	-0.4	31	87
52	COc1ccc(-c2cnc3c(c2)C(=O)N([C@@H](C)CO)C[C@H](C)[C@@H](CN(C)S(C)(=O)=O)O3)cc1	-13	-0.4	-22	62
53	COc1ccc2c3c(n(C)c2c1)[C@H](CO)N(C(=O)Cc1ccccn1)CC31CCN(CC2CCOCC2)CC1	-2	0.3	3	.
54	COc1cccc(CN2CC3(CN(Cc4ccccn4)C3)c3c([nH]c4cc(OC)ccc34)[C@@H]2CO)c1	16	-0.2	-88*	.
55	C[C@@H]1CCCCO[C@@H](CN(C)C(=O)c2ccncc2)[C@H](C)CN([C@@H](C)CO)C(=O)c2cc(NS(=O)(=O)c3ccc(Cl)cc3)ccc2O1	.	-0.4	-7	19
56	C[C@H]1CN([C@@H](C)CO)C(=O)c2cc(C3=CCCC3)cnc2O[C@@H]1CN(C)C(=O)c1cccnc1	0	1.1	-8	-177
57	CO[C@@H]1CN(C)C(=O)c2cc(NC(C)=O)ccc2OC[C@@H](C)N(C(=O)Cc2ccccn2)C[C@H]1C	.	0.7	-23	-3
58	COCC#Cc1ccc2c(c1)O[C@H](CN(C)C(=O)COC)[C@@H](C)CN([C@@H](C)CO)S2(=O)=O	-4	-0.1	9	0
59	COc1ccc(S(=O)(=O)Nc2ccc3c(c2)C(=O)N([C@H](C)CO)C[C@@H](C)[C@H](CN(C)C(=O)Nc2ccccc2)OCCCC[C@@H](C)O3)cc1	2	-1.6	-36	67
60	C[C@@H]1CCCCO[C@@H](CN(C)C)[C@@H](C)CN([C@@H](C)CO)C(=O)c2cc(NC(=O)C3CCCCC3)ccc2O1	2	0.6	-25	11

# Other entries follow:
no.	SMILES	C diff growth	KDM4C inh	Pf Dd2 inh	T cruzi growth
61	Cc1ccc(S(=O)(=O)Nc2cccc3c2O[C@@H](CN(C)CC2CC2)[C@H](C)CN([C@H](C)CO)C3=O)cc1	-1	-0.1	14	17
62	C[C@H](CO)N1C[C@H](C)[C@@H](CN(C)C(=O)c2ccncc2)Oc2cc(C#Cc3ccncc3)ccc2S1(=O)=O	-7	2.0	-4	10
63	C[C@@H]1CCCCO[C@H](CN(C)Cc2ccc(C(F)(F)F)cc2)[C@@H](C)CN([C@H](C)CO)C(=O)c2cc(NC(=O)CCCN(C)C)ccc2O1	5	1.5	-54	-5
64	O=C(NCC[C@H]1CC[C@H](NC(=O)C2CCCCC2)[C@@H](CO)O1)c1cc(Cl)cc(Cl)c1	4	2.0	7	-129
65	CCC(=O)N1[C@H](C(=O)NCC2CC2)[C@@H](CO)[C@@H]2Cn3c(cccc3=O)[C@@H]21	2	-1.4	7	6
66	COCC#Cc1cnc2c(c1)C(=O)N([C@H](C)CO)C[C@@H](C)[C@@H](CN(C)C(=O)Cc1ccncc1)O2	-2	1.2	38	-38

# Assay outcomes from PubChem.
